# Screening data from PubChem.
# MCF10A rereplic = A quantitative high throughput screen for small molecules that induce DNA re-replication in MCF 10a normal breast cells; Potency, µM (doses to about 46.1 µM), for the others: top-dose activity, positive = re-replication, most hits filed as activators; 350,000 tested, 2.9% active; MCF 10A DNA re-replication, Hoechst nuclear intensity, 48 h; note: potency is the fitted concentration of half-maximal effect; % of control where 0% means no effect; nearly all actives have a fitted effect of over 50% in size
# ATXN2 expr inh = Primary qHTS for Inhibitors of ATXN expression; 360,000 tested, 0.72% active; Potency, µM (top dose mostly 57 µM), for inactives: at the top dose activity change, negative = inhibition, usual class: inhibitors; HEK-293 ATXN2-luciferase reporter, luminescence, 24 h; note: potency is the fitted concentration of half-maximal effect; % is set by controls: 0 for no effect and ±100 for the full control effect; nearly all actives have a fitted effect of over 55% in size
#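 qHTS (up to 57 uM final) was run with 24 h compound exposure of reporter cells at 37 °C. Each well was multiplexed: SteadyGlo luminescence measured ATXN2-luciferase expression after a fluorogenic Gly-Phe-AFC viability readout (25 uM final).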
# KB-3-1 tox = qHTS assay for MDR1-selective chemotherapeutics: Primary screen using the parental adenocarcinoma cell KB-3-1; Potency, µM (doses to about 46.1 µM), without a hit: at the highest dose activity change, negative = cytotoxic, usual class: cytotoxic; 400,000 tested, 1.4% active; AID 1347075, 2019; KB-3-1 viability, CellTiter-Glo ATP luminescence, 72 h; note: potency is the fitted concentration of half-maximal effect; % is set by controls: 0 for no effect and ±100 for the full control effect; nearly all actives have a fitted effect of over 60% in size
#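 Parental KB-3-1 adenocarcinoma cells in phenol-red-free DMEM with 10% FBS were pin-treated with compounds at several concentrations, incubated 72 h at 37 °C, and viability read by CellTiter-Glo luminescence; concentration-effect curves were fitted after normalization.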
# IL-1B inflam inh = qHTS for Inhibitors of Inflammasome Signaling: IL-1-beta AlphaLISA Primary Screen; THP-1 LPS/ATP IL-1B secretion, AlphaLISA, 16 h; stronger effect = lower value; AID 743279, 2014; 360,000 tested, 4.7% active; activity change, % at 57.5 µM; in the data active = activity change below about -50%; inconclusive = mostly about -30% to -49%; note: % is set by controls: 0 for no effect and ±100 for the full control effect
#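 Secreted IL-1B measured by AlphaLISA bead assay after 16 h compound exposure of THP-1 cells; compounds (final up to 57.5 uM) added 1 h before LPS (250 ng/mL) and ATP (1.25 mM) stimulation; lower signal means less secretion.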
# SW480 rereplic = A quantitative high throughput screen for small molecules that induce DNA re-replication in SW480 colon adenocarcinoma cells | SW480 DNA re-replication, Hoechst DNA content imaging, 48 h | Potency, µM (highest dose often 46.1 µM), inactives show at the highest dose re-replication activation, actives largely listed as activators | 340,000 tested, 1.8% active | AID 624297, 2012; note: potency is the fitted concentration of half-maximal effect; % of control where 0% means no effect; nearly all actives have a fitted effect of over 55% in size
#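 Per well, 250 cells were exposed to pinned compound for 48 hr. Nuclear DNA was visualised with Hoechst (40 min, 37 C) and total object intensity recorded by fluorescence scanning.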
# KB-V1 MDR tox = qHTS assay for MDR1-selective chemotherapeutics: Primary screen using the drug-selected MDR subline cells KB-V1; AID 1347076, 2019; KB-V1 MDR cells viability, CellTiter-Glo, 72 h; Potency, µM (top dose mostly 46.1 µM), inactives show top-dose activity change, negative = cytotoxicity, hits mostly cytotoxic; 400,000 tested, 3.4% active; note: potency is the fitted concentration of half-maximal effect; % is set by controls: 0 for no effect and ±100 for the full control effect; nearly all actives have a fitted effect of over 60% in size
#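 Cytotoxicity toward P-gp-expressing KB-V1 cells was determined as loss of CellTiter-Glo luminescence after 72 h at 37 degrees C. Compounds were tested in quantitative HTS format across a concentration range, with curves fitted to normalized data.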
# HT1080 IDH1KD tx = qHTS for induction of synthetic lethality in tumor cells producing 2HG: qHTS for the HT-1080-IDH1KD cell line. HT-1080 IDH1 knockdown viability, ATP luminescence, 48 h. Potency, µM (highest dose often 46.1 µM), without a hit: at the highest dose activity, negative = toxicity, usual class: cytotoxic. 360,000 tested, 2% active. AID 686971, 2013;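 note: potency is the fitted concentration of half-maximal effect; 0% = DMSO wells and -100% = cell-free medium wells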
#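 HT-1080-IDH1KD cells (IDH1 knocked down), 750/well in RPMI with 5% FBS, treated with compound 48 h at 37 degrees C. Viability by CellTiter-Glo luminescence, normalised to DMSO and no-cell wells; concentration-response curves classed.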
# HT1080NT lethal = qHTS for induction of synthetic lethality in tumor cells producing 2HG: qHTS for the HT-1080-NT fibrosarcoma cell line. HT-1080-NT fibrosarcoma viability, CellTiter-Glo ATP luminescence, 48 h. Potency, µM (top dose mostly 46.1 µM), for the others: at the top dose activity, negative = less viability, usual class: cytotoxic. 360,000 tested, 1.6% active;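 note: NT is the 2HG producing partner of a matched IDH1 knockdown line; potency is the fitted concentration of half-maximal effect; 0% = DMSO-treated cells and -100% = media-only wells without cells; nearly all actives have a fitted effect of over 55% in size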
#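 A 48-hour cytotoxicity screen used HT-1080-NT cells plated 2 hours before compound delivery. ATP-based CellTiter-Glo luminescence measured viability, normalized to DMSO and no-cell controls.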
# WRN helicase inh = qHTS for Inhibitors of WRN Helicase; WRN helicase unwinding, fluorescent forked duplex, kinetic; Potency, µM (highest dose often 114 µM), for inactives: top-dose activity change, negative = inhibition, hits mostly inhibitors; 360,000 tested, 0.46% active; AID 651768, 2012; note: potency is the fitted concentration of half-maximal effect; % is set by controls: 0 for no effect and ±100 for the full control effect; nearly all actives have a fitted effect of over 55% in size
# Target sequence (Q14191 whole entry, looked up): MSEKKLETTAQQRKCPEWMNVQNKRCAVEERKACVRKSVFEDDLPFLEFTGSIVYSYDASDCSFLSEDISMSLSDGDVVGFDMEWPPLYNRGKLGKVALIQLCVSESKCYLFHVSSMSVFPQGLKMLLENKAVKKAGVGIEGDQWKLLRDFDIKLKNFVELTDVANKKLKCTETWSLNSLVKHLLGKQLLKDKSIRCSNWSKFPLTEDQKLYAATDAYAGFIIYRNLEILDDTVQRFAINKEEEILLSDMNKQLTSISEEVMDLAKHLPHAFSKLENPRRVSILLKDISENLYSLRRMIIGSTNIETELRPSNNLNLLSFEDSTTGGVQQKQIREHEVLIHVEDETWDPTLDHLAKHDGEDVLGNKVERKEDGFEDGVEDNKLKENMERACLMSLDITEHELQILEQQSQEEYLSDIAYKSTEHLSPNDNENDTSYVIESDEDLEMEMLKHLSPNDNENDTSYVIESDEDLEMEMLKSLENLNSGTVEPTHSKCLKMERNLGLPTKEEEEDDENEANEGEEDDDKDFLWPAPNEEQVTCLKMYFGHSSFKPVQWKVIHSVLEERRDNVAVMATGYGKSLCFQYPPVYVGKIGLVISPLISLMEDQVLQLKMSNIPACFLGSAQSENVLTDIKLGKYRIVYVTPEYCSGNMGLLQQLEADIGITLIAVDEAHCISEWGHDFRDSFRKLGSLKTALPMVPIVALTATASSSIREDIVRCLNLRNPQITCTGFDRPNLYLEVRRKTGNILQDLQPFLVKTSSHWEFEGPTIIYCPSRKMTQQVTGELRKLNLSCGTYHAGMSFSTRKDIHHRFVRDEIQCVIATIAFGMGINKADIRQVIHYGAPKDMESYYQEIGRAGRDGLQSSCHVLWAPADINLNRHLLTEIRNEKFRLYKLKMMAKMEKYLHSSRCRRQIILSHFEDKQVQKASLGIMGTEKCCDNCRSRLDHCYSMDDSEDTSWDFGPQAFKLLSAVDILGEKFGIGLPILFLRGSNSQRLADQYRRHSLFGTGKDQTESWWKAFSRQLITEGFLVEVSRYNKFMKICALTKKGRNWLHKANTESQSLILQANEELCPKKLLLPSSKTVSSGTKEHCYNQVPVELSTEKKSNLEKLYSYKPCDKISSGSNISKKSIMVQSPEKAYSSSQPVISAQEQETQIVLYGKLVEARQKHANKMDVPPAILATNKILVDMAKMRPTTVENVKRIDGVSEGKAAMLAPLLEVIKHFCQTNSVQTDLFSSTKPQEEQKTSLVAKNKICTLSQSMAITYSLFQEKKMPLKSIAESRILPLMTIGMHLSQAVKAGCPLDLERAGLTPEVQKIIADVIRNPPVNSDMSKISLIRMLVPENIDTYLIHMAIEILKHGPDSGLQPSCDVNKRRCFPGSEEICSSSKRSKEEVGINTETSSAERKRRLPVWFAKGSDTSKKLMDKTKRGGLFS
#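 WRN at 20 nM final was preincubated with compound for 15 min at room temperature; reaction started with 100 nM forked duplex oligonucleotide carrying fluorophore and quencher plus 2 mM ATP (final). Unwinding followed kinetically by red fluorescence (ex 525/em 598 nm).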
# * = called active by the depositor; ? = inconclusive; nt = no result given; [ ] = another dose, or the depositor's remark. Unless noted, calls come from the whole dose curve; as a rule, active = well fitted curve in the direction sought with a large enough effect; inconclusive = small, poorly fitted or top-dose-only effect, or another doubt; inactive = no such curve, though single readings can be large; an effect the other way counts as inactive or inconclusive. Rows are unselected; any-hit rate near 12%.
SMILES,MCF10A rereplic,ATXN2 expr inh,KB-3-1 tox,IL-1B inflam inh,SW480 rereplic,KB-V1 MDR tox,HT1080 IDH1KD tx,HT1080NT lethal,WRN helicase inh
NC(=S)Nc1ccc(F)cc1F,1.2%,-1.9%,-0.7%,4.7,-15.4%,6.0%,-1.4%,10.7%,-3.1%
Cc1[nH]nc2c1-c1nc3ccccc3nc1C(C)(C)C2,?,-25.0%,?,-22.3,?,18.4µM*,-21.9%,-18.7%,-16.8%
Cc1ccc(N2CC(O)=C(c3ccccc3)C2=N)cc1,-26.6%,38.6%[activator],4.5%,-3.3,-4.9%,-11.6%,7.9%,7.9%,-7.7%
Cc1ccc(C2=NN(C(=O)CCCC(=O)O)C(c3ccco3)C2)cc1 (stereo not drawn),4.3%,-4.9%,7.5%,33.6,-1.5%,4.1%,6.4%,9.4%,-7.1%
Cc1ccccc1-c1nc2cc(Cl)ccc2o1,1.7%,46.4%[activator],9.0%,34.7,-2.0%,-3.3%,-1.6%,-1.9%,3.4%
CC(=O)Nc1ccc(N2C(=O)C3C4CC(=O)C(c5ccccc54)C3C2=O)cc1 (stereo not drawn),?,-8.9%,0.0%,0.3,29.9%,0.0%,3.1%,-13.1%,-9.4%
Cc1nn(C(=O)c2cccs2)c(C)c1CN1C(=O)c2ccccc2C1=O,?,-37.6%,5.1%,-0.8,3.7%,-2.4%,17.4%,-4.2%,-9.7%
O=C(N/N=C/c1ccc(Br)o1)c1cccnc1,-0.8%,6.5%,6.6%,9.0,-0.4%,6.7%,?,?,0.6%
CN1CCC(C)(C(=O)Nc2cccc(Oc3ccccc3)c2)C1 (stereo not drawn),nt,9.2%,0.0%,6.6,nt,0.7%,-0.6%,-10.0%,6.7%
CC1(Cc2ccc(Cl)c(Cl)c2)C(=O)Nc2ccc(S(=O)(=O)NC3CCCCC3)cc21 (stereo not drawn),nt,-13.4%,?,-17.4,nt,18.4µM*,?,?,3.2%[57.1 µM]
CC1CC(C)CN(CCOCCSc2ccccc2)C1 (stereo not drawn),?,-20.3%,-13.7%,-13.5,13.6%,-6.9%,6.4%,-0.4%,-17.2%
CCc1ccc(C(=O)N/N=C/c2cccc3ccccc23)nc1,6.3%,44.9%[activator],3.2%,-9.7,-6.1%,5.7%,13.6%,7.6%,-4.8%
CC(C)C1=C2CCCCC2NC(=O)N1 (stereo not drawn),?,-1.6%,0.5%,7.1,2.0%,4.0%,11.8%,1.4%,2.6%
CCc1ccc(CCC(=O)N2CCN(S(=O)(=O)c3sc(C(=O)O)c(C)c3C(=O)O)CC2)cc1,-8.8%,2.6%,8.3%,-5.2,-5.7%,-2.1%,1.4%,-4.9%,1.1%
Cn1cnnc1SCc1ccc(C(=O)N/N=C(\CCC(=O)O)c2ccc(C(C)(C)C)cc2)cc1,-9.4%,1.5%,-2.1%,13.8,-4.2%,8.3%,3.9%,0.8%,-16.2%
COC(=O)C1=CN(c2ccc3c(c2)OCO3)C(N)=C(C#N)C1c1ccccc1 (stereo not drawn),nt,nt,7.31µM*,-18.9,nt,2.91µM*,11.6µM*,18.4µM*,-3.5%
COC(=O)c1ccc(CSc2nnc(NC(=O)c3cc4c(s3)CCCC4)s2)cc1,?,17.4%,15.3%,-12.0,-3.0%[9.22 µM],14.9%,?,?,2.5%
O=C(Nc1ccc2ccccc2n1)C1CCCCC1,11.5%,42.4%[activator],17.6%,-16.2,1.2%,-6.5%,-3.4%,-0.2%,4.9%
O=C1CC2C(CCC23OCCO3)c2ccc3ccccc3c21 (stereo not drawn),21.0%,23.0%,5.4%,0.0,-0.1%,2.1%,-1.2%,5.0%,1.2%
CCOc1ccc(C2CC(c3ccccc3C)n3ncnc3N2)cc1 (stereo not drawn),-0.3%,-6.5%,-5.5%,-16.1,-0.3%,-1.9%,5.9%,4.0%,4.8%
CC1CCN(CCNC(=O)CN(C)S(=O)(=O)c2cccc3nsnc23)CC1,2.2%,4.2%,15.6%,-2.7,-4.2%,3.5%,0.3%,1.1%,2.9%
O=C(CNS(=O)(=O)c1ccccc1)NNC(=O)C(Cl)Cl,-1.0%,15.3%,-0.4%,-11.6,-5.6%,6.0%,21.9%,26.0%,-4.1%
CC(C)(C)n1nc2c(c1NC(=O)c1ccccc1F)CS(=O)C2 (stereo not drawn),-5.8%,5.4%,-4.5%,-5.7,0.4%,4.3%,-1.0%,1.3%,6.1%
CC1(C)CC(=O)C=C(Nc2ccc(O)c(C(=O)O)c2)C1,15.8%,-3.7%,14.5%,?,?,8.2%,0.8%,-1.3%,-6.6%
Cc1cc(C)n(CCNC(=O)C2CCC(=O)N(CC3CCCCC3)C2)n1 (stereo not drawn),-2.7%,10.4%,8.4%,9.3,-4.8%,18.5%,6.2%,4.6%,-5.0%
CC(Sc1n[nH]c(=O)n1Cc1ccccc1)C(=O)NCC1CCCO1 (stereo not drawn),0.2%,-9.5%,11.3%,5.4,-1.3%,0.8%,2.0%,-0.4%,-3.0%
COc1ccc(Cl)cc1NC(=O)CN1CCN(S(=O)(=O)N2CCOCC2)CC1,-2.6%,-0.1%,-1.9%,14.4,-2.4%,?,6.2%,12.1%,-3.4%
O=C1/C(=C/c2cccc(F)c2)Oc2cc(O)ccc21,14.6%,-14.0%,1.0%,-79.2*,1.3%,0.0%,-13.5%,-18.3%,-18.3%
COCCCNC(=S)N(CCCO)Cc1cc2cc3c(cc2[nH]c1=O)OCO3,4.4%,7.6%,-3.9%,-3.9,4.9%,28.2%,0.9%,-13.9%,10.2%
CCN(CC)S(=O)(=O)c1cccc(N=NC2=C(O)CCCC2=O)c1,7.4%,-6.1%,5.3%,-14.1,-2.0%,-3.0%,-13.9%,-14.2%,0.9%

# Complete entries from above. Values in the order: MCF10A rereplic	ATXN2 expr inh	KB-3-1 tox	IL-1B inflam inh	SW480 rereplic	KB-V1 MDR tox	HT1080 IDH1KD tx	HT1080NT lethal	WRN helicase inh
# `CN1CCC(C)(C(=O)Nc2cccc(Oc3ccccc3)c2)C1` (stereo not drawn) is entered as nt	9.2%	0.0%	6.6	nt	0.7%	-0.6%	-10.0%	6.7%
# `O=C(Nc1ccc2ccccc2n1)C1CCCCC1` is entered as 11.5%	42.4%[activator]	17.6%	-16.2	1.2%	-6.5%	-3.4%	-0.2%	4.9%

# Going on with the list:
SMILES,MCF10A rereplic,ATXN2 expr inh,KB-3-1 tox,IL-1B inflam inh,SW480 rereplic,KB-V1 MDR tox,HT1080 IDH1KD tx,HT1080NT lethal,WRN helicase inh
O=C(CSc1nc(C2CC2)nc2sc3c(c12)CCCC3)NCc1ccco1,16.4µM*,2.8%,3.4%,0.0,1.1%,10.4%,4.0%,0.0%,-3.7%
CC(=O)c1ccc(OCCCC(=O)Nc2cccc(S(=O)(=O)N3CCCCC3)c2)cc1,-8.3%,-5.3%,nt,-7.1,-0.1%,nt,-3.5%,-8.2%,-14.7%
O=C(C1CCN(CC2CC=CCC2)CC1)N(CCc1ccccc1)Cc1ccccc1 (stereo not drawn),0.6%,-17.1%,-20.6%,?,-477.1%[inhibitor],?,2.2%,3.2%,6.5%
CC(C)N1CCN(Cc2nc(-c3ccccc3)cs2)CC1CCO (stereo not drawn),-0.9%,9.7%,6.2%,5.2,-5.6%,13.3%,-1.0%,14.2%,3.5%
CC(C)(C)c1ccc(C(=O)Nc2cnccn2)cc1,-0.8%,-6.9%,4.4%,-25.4,-2.2%,-1.2%,-14.3%,-13.0%,9.1%
Nc1nnc(SCC(=O)NC2CCCCCC2)s1,2.7%,-3.0%,19.1%,1.8,1.0%,21.8%,1.3%,-0.9%,-15.7%
O=C(Nc1ccccc1Cl)c1cc(C2CCCCN2C(=O)CCCc2ccccc2)on1 (stereo not drawn),nt,-3.8%,0.0%,22.7,nt,-3.3%,-0.6%,1.7%,-2.7%
NC(=O)C1CCN(CC(=O)Nc2ccc(S(=O)(=O)N3CCOCC3)cc2)CC1,-13.7%,-1.6%,9.2%,-1.6,-5.2%,20.4%,28.2%,0.7%,2.3%[57.1 µM]
COCC(C)NC(=O)CSc1nc2cc(S(=O)(=O)N3CCCCC3)ccc2o1 (stereo not drawn),-5.4%,6.4%,0.6%,36.5,-29.8%,-23.5%,1.3%,-1.6%,11.1%
COc1ccccc1N1CCN(Cc2cc(=O)c(OCC(=O)NC3CCCC3)co2)CC1,-33.9%[inhibitor],-23.3%,1.1%,40.5,-384.7%[inhibitor],-6.5%,1.3%,-1.0%,3.2%
COc1ccc(C(=O)O)cc1S(=O)(=O)Nc1ccccc1C(=O)NCc1ccc2c(c1)OCO2,-2.6%,-3.8%,-5.6%,2.1,-3.6%,15.7%,9.7%,3.3%[9.24 µM],-5.3%
CN1CCN(c2nnc(-c3ccccc3)c(-c3ccccc3)n2)CC1,-2.5%,24.4%,4.4%,nt,-1.5%,?,-26.3%,-13.0%,1.0%
O=C(O)CCCNC(=O)/C=C/c1ccco1,0.3%,-15.5%,19.7%,9.2,-1.3%,-4.9%,7.9%,12.0%,-29.6%
CC(NCc1ccc([N+](=O)[O-])cc1)C1COc2ccccc2O1 (stereo not drawn),12.7%,?,?,-12.6,-2.5%,-9.4%,-2.1%,-3.9%,-12.0%
